# S1P2 antag – S1P2 (human) receptor antagonism | inhibition, % at 5 µM | O95136 | cell-based S1P2 antagonist assay, inhibition at 5 uM | AID 736 | hit rate 0.21% among 97,000; in the data active means inhibition above about 45%;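 further: CRE beta-lactamase reporter cells expressing human S1P2 stimulated with S1P; 0% = agonist at EC80 alone and 100% = agonist plus reference antagonist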
# Target sequence (O95136 whole entry, looked up): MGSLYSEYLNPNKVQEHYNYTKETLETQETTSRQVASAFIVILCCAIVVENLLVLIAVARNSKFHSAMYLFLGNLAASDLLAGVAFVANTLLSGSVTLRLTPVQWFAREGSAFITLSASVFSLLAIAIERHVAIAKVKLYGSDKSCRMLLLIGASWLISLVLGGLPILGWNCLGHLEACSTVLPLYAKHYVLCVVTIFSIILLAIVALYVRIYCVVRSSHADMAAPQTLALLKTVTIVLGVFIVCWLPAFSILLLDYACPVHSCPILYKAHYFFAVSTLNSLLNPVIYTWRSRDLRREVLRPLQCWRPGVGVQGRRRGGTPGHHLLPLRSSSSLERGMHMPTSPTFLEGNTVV
# PostGolgi yeast – growth inhibition of a yeast mutant, post-Golgi transport screen. post-Golgi transport phenotypic cell assay. inhibition, % at 10 µM. hit rate 0.9% among 98,000;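 further: yeast cells grown in 1536-well plates; yeast grown about 18 h at 30C before absorbance read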
# PostGolgi ctrl – growth of the yeast control strain, post-Golgi counter-screen | hit rate 5% among 98,000 | inhibition, % at 10 µM | efflux-deficient yeast background strain, growth absorbance A615, 16 h | AID 738
# S1P2 ag – S1P2 (human) receptor agonism; S1P2-expressing cell line, agonist reporter read-out; AID 729; hit rate 0.46% among 97,000; activation, % at 4.5 µM; O95136; in the data active means activation above about 16%;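 further: 0% = vehicle low control and 100% = maximal reference agonist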
# DAT uptake mod – changed human dopamine transporter uptake under cocaine IC80. Q01959. LLC-PK1 hDAT cells, [14C]-dopamine uptake with cocaine IC80; actives deviate in either direction. B-score at 10 µM. hit rate 1.3% among 110,000;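 active means Z score or B-score, a plate-position-corrected score, falls beyond the plate's 99.7% confidence bounds, in either direction; inactive means both scores lie inside the 99.7% bounds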;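 further: scored against the spread of the other compound wells on the same plate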
# Target sequence (Q01959 whole entry, looked up): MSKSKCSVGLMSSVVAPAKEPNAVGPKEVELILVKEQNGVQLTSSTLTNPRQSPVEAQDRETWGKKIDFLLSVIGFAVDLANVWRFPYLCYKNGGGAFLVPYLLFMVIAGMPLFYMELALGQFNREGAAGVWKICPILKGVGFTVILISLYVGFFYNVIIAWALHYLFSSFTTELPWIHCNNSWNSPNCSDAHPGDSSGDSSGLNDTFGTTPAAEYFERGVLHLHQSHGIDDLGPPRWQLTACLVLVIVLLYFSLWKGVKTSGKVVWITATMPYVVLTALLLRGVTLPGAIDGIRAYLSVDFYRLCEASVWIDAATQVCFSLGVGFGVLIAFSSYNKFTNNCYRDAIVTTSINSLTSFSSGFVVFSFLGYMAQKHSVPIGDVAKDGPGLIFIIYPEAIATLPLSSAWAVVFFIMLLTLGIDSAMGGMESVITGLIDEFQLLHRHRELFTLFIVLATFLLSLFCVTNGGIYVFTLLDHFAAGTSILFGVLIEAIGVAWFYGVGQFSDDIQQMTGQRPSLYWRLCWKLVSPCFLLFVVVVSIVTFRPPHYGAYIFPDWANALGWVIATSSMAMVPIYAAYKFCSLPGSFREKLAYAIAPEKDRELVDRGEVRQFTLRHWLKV
# H69AR inhibit – blocks growth of human H69AR lung tumor cells; H69AR lung tumor viability, ATP luminescence, 72 h; hits give low values; viability, % at 10 µM; hit rate 6% among 85,000;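 active means viability at or below 40%; inactive means viability above 40%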;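 further: multidrug resistant small cell line overexpressing MRP-1 efflux transporter; 100% = mean luminescence of untreated control wells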
# HUVEC prolif 384 – blocks proliferation of human endothelial cells. HUVEC proliferation, CellTiter-Glo luminescence, 72 h; hits give low values. viability, % at 10 µM (by protocol). hit rate 1.1% among 86,000;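 active means viability at or below 30%; inactive means viability above 30%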;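 further: 100% = median luminescence of DMSO-only cell control wells on each plate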
# Ecoli WT expand – blocks growth of wild type E. coli BW25113; growth inhibition, % at 100 µM; OD600 absorbance; hit rate 0.15% among 98,000; AID 710;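 active means growth inhibition above about 50% at one test dose, limit read from the data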;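 further: growth measured after 20 h incubation at 37 °C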
# Fibroblast inh – blocks proliferation of human lung fibroblasts; AID 719; hit rate 1.1% among 85,000; LL 47 human lung fibroblast viability, ATP luminescence; hits give low values; viability, % at 10 µM;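 active means viability at or below 50% in the single dose screen; inactive means viability above 50%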;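 further: compound exposure lasted 72 h before the ATP readout; 100% = median luminescence of untreated cell-only wells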
#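 Test system: LL 47 human lung fibroblasts; Quantity: 1,150 cells/well; Buffer or medium: IMEM plus 15% FBS; Dosing: tenfold compound dosing solution, DMSO at 0.1%; Timing: overnight cell rest, 72 h compound treatment at 37 °C; Detection: ATP-based CellTiter-Glo luminescent readout; Read-out basis: viability percentage against median untreated-cell control; Controls: cell-only wells, no compound.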
# Starred values were filed as active, the others as inactive; . = not tested or not shown. Unless noted, no stated cut-off is given here; in the data, active means inhibition above about 30%; inactive means the rest.
SMILES,S1P2 antag,PostGolgi yeast,PostGolgi ctrl,S1P2 ag,DAT uptake mod,H69AR inhibit,HUVEC prolif 384,Ecoli WT expand,Fibroblast inh
O=C(CSc1nc2ccccc2o1)c1cc2ccccc2oc1=O,7,-4,-1,-5,-0.14,78,74,-3,106
Cc1ccc(OCc2nnc(SCC(=O)N3CCOCC3)n2C)cc1,0,3,2,2,0.013,89,91,5,102
CCCCC(=O)c1c(C)cc(C)[nH]c1=O,2,7,29,3,0.33,103,110,7,107
COc1ccc(OC)c(N(CC(=O)Nc2cccnc2)S(C)(=O)=O)c1,-11,0,4,-5,0.063,85,96,5,102
O=C(O)c1cc2nc3c(c(C(F)(F)F)n2n1)CCc1ccccc1-3,-8,4,13,-2,-0.019,85,87,-13,93
COc1ccc(-n2c(C)c(C(C)=O)c(C(C)=O)c2C)cc1,-5,-7,12,-6,0.045,90,90,7,99
CCOC(=O)c1c(NC(=O)CSc2nnc(C)s2)sc2c1CCC(CC)C2 (configuration not stated),-26,.,.,1,2.2*,87,81,.,93
Cc1ccc(-c2nn(CC(=O)NCc3ccco3)c(=O)c3ccccc23)cc1,.,-5,-5,.,.,22*,81,-3,63
COc1ccc(-c2nnc(SCc3ccccn3)n2C)cc1,-11,.,.,-2,-0.81,93,97,.,96
CCOC(=O)C(C)Sc1nnc(CNC(=O)c2ccc(OC)cc2)n1C1CCCCC1 (configuration not stated),10,-12,4,-5,0.91,85,102,-5,98
O=C(CSC1=NCCS1)Nc1ccnc2ccccc12,.,-4,-4,.,-0.23,62,85,4,95
CCC(=O)NCCCCCCNC(=O)CC,-8,13,3,-3,-0.023,98,86,3,91
O=C(NCCn1ccc2ccccc21)c1ccc(S(=O)(=O)N2CCCCC2)cc1,.,5,22,.,0.03,72,84,-13,95
COc1cccc(NC(=O)CSc2nc(C)cs2)c1,-5,1,2,-3,-0.58,.,.,6,.
Cc1ccc(Nc2nc3c([nH]2)c(=O)[nH]c(=O)n3C)cc1,13,-2,3,-3,.,.,.,-12,.
O=C1C(=O)N(c2ccccc2)c2ccccc21,-12,-5,13,-2,0.0013,90,88,5,99
CC1CCN(C(=O)CNC(=O)c2ccc(Cl)cc2Cl)CC1,-4,-4,4,-3,0.19,.,.,13,.
O=C(CN1CCN(S(=O)(=O)c2ccccc2)CC1)NC(=O)NCc1ccccc1,17,-1,3,-1,-0.034,.,.,-5,.
CC1CCCC(C)N1C(=O)c1cccc2c1-c1ccccc1/C2=N/O (configuration not stated),-9,.,.,-4,4*,80,48,.,88
Cc1ccc([N+](=O)[O-])cc1NC(=O)c1ccc(C(C)(C)C)cc1,9,9,10,-12,-0.11,.,.,-7,.
Cc1nc2nc(C)c(CCC(=O)N3CCOCC3)c(C)n2n1,1,-1,-3,-7,-0.46,.,.,3,.
O=C1C=C(Nc2cccc(Cl)c2)CC(c2ccco2)C1 (configuration not stated),1,1,6,-4,0.49,78,91,0,94
CCc1cccc(C)c1NC(=O)CSc1nc2ccccc2n1CC(=O)N(C)C,.,-3,4,.,0.21,93,92,-7,100
S=c1[nH]nc(C2CC2)n1Cc1ccco1,-3,-3,9,-2,1.3,.,.,1,.
Cc1ccc(S(=O)(=O)c2nc(-c3ccc(F)cc3)oc2SCC(=O)NCC2CCCO2)cc1 (configuration not stated),8,0,-7,-5,-0.029,28*,71,-13,62
O=C(NCCc1csc(-c2cccnc2)n1)c1ccccc1,-8,3,2,-4,-0.009,94,91,-6,105
CC1(C)NC(=O)N(CCCOc2ccc(Br)cc2Cl)C1=O,-2,-3,6,-8,0.43,61,84,7,92
CCOC(=O)c1ccccc1NC(=O)CSc1ccccc1,4,.,.,-3,0.23,96,103,.,86
O=C(NCc1ccc2c(c1)OCO2)c1ccc(CS(=O)(=O)c2cccc(C(F)(F)F)c2)o1,-2,96*,27,-5,.,88,97,4,96
CC(C)(CSc1nncn1N)NS(=O)(=O)c1ccc(Cl)cc1,-10,-4,8,0,0.75,92,91,5,97

# Single records, from the list above. Order of values: S1P2 antag	PostGolgi yeast	PostGolgi ctrl	S1P2 ag	DAT uptake mod	H69AR inhibit	HUVEC prolif 384	Ecoli WT expand	Fibroblast inh
# Listed for CCc1cccc(C)c1NC(=O)CSc1nc2ccccc2n1CC(=O)N(C)C : .	-3	4	.	0.21	93	92	-7	100
# Listed for O=C(CN1CCN(S(=O)(=O)c2ccccc2)CC1)NC(=O)NCc1ccccc1 : 17	-1	3	-1	-0.034	.	.	-5	.

# Next section:
SMILES,S1P2 antag,PostGolgi yeast,PostGolgi ctrl,S1P2 ag,DAT uptake mod,H69AR inhibit,HUVEC prolif 384,Ecoli WT expand,Fibroblast inh
O=C(c1cc(-c2ccc(O)cc2)on1)N1CCc2ccccc2C1,12,5,28,-7,-0.82,84,88,2,107
Cc1nnc(SCC(=O)NCc2cccs2)n1-c1ccccc1,2,-1,-7,1,-1.1,107,110,1,128
COc1ccc(N2CCN(CC(=O)Nc3cc(C)on3)CC2)cc1,32,9,5,-5,-0.85,91,99,3,105
CC1Cc2nc(SCC(=O)N3CCN(c4ccccc4)CC3)n(CCc3ccccc3)c(=O)c2S1 (configuration not stated),23,-14,28,-3,0.62,56,66,-11,96
Cc1cc(NC(c2cccnc2)c2c(C)[nH]c3ccccc23)no1 (configuration not stated),.,-9,-1,.,-0.063,76,103,-1,81
O=c1[nH][nH]c(C(F)(F)F)c1C=Nc1ccccc1,17,8,2,-4,0.16,.,.,4,.
CCOC(=O)C1=C(C)NC2=C(C(=O)CCC2)C1c1ccsc1 (configuration not stated),-8,-1,7,-3,-0.65,80,101,-5,96
CCc1cccc(C)c1NC(=O)c1ccoc1C,8,-5,20,-4,-0.53,86,104,3,101
O=C(c1cccs1)N1CCCc2ccccc21,-7,4,8,-5,-0.018,.,.,6,.
O=C(Oc1ccc2ccccc2c1)c1cncc(Br)c1,2,-1,6,-7,-0.14,98,94,0,91
O=c1c2ccccc2nc(SCc2cn3ccsc3n2)n1-c1ccc(F)cc1,-34,-2,52*,14,1.7,41,107,32,.
CC1=Nn2c(nc(-c3ccccc3)c2-c2ccccc2)NC(=O)C1Br (configuration not stated),2,-5,11,-6,0.64,96,90,-1,111
CCOc1ccc(NC(=O)CCN2CCN(S(=O)(=O)c3cc(Cl)ccc3OC)CC2)cc1,1,3,14,-2,1.6,.,.,4,.
O=C(CCCCCCN1C(=O)c2ccccc2C1=O)Nc1nccs1,-20,.,.,-1,-0.37,96,82,.,95
Cn1c(/N=C/c2ccc3c(c2)OCO3)nc2ccccc21,15,-1,0,-8,-0.035,86,87,3,90
CCOc1ccc(N=C2NC(=O)S/C2=C\c2ccc(OC)cc2)cc1,4,-3,3,-3,0.83,71,90,0,97
CN(C)C(=O)c1cn(-c2ccccc2)nc1-c1cccs1,4,-8,3,-5,0.13,89,93,-5,92
CCCC1CC(c2csc(N)n2)CCO1 (configuration not stated),18,-4,-2,-6,0.011,94,88,4,96
Cc1cc(C)c(C#N)c(SCC(=O)Nc2ccc(S(=O)(=O)Nc3onc(C)c3C)cc2)n1,.,10,19,.,0.43,.,.,14,.
CC1CN(c2oc(Cc3cccc4ccccc34)nc2C#N)CC(C)O1 (configuration not stated),6,-2,30,-5,0.63,76,85,0,94
COCC(C)n1c(C)cc(C(=O)CSc2ccc(NC(C)=O)cc2)c1C (configuration not stated),-2,0,6,-2,-0.8,97,91,13,97
Cc1ccccc1NC(=O)/C(=C/c1ccco1)c1ccccc1,-17,-4,26,-2,-0.07,41,114,1,101
O=C(c1cccs1)N1CCC(c2nc(-c3ccc(S(=O)(=O)N4CCOCC4)cc3)no2)CC1,-1,-2,17,-2,0.96,93,104,-6,102
O=C(Nc1cc(C(F)(F)F)ccc1N1CCCCC1)c1cccc([N+](=O)[O-])c1,-5,2,29,1,0.41,.,.,-11,.
O=C(NCc1ccccc1)/C(NC(=O)c1ccccc1)=C(/Sc1ccccn1)c1ccccc1,6,.,.,-4,-1.4,41,97,.,100
O=C(Nc1ccccc1)c1ccc(NCc2ccco2)c(S(=O)(=O)N2CCOCC2)c1,-4,-2,10,-4,-0.98,39*,86,-7,94
C=C(C)c1cccc(C(C)(C)NC(=O)NCC2COCCO2)c1 (configuration not stated),.,-7,17,.,-0.2,.,.,2,.
CCOC(=O)Cc1csc(SCc2nc3sc4c(c3c(=O)[nH]2)CCC4)n1,-17,-7,20,-3,0.024,93,100,-9,105
O=C1c2ccccc2NC(c2ccc3c(c2)OCO3)N1O (configuration not stated),11,-2,9,-9,-0.52,90,105,38,92
COCCn1c(SCC(=O)Nc2ncc(Cl)c(C)c2Cl)nc2ccccc21,2,13,9,-8,1.7,90,87,5,93

# Arranged by number of heavy atoms (smallest number first): 3 of the compounds above
SMILES,S1P2 antag,PostGolgi yeast,PostGolgi ctrl,S1P2 ag,DAT uptake mod,H69AR inhibit,HUVEC prolif 384,Ecoli WT expand,Fibroblast inh
Cn1c(/N=C/c2ccc3c(c2)OCO3)nc2ccccc21,15,-1,0,-8,-0.035,86,87,3,90
COCCn1c(SCC(=O)Nc2ncc(Cl)c(C)c2Cl)nc2ccccc21,2,13,9,-8,1.7,90,87,5,93
Cc1ccc(-c2nn(CC(=O)NCc3ccco3)c(=O)c3ccccc23)cc1,.,-5,-5,.,.,22*,81,-3,63

# Structures from the list above with a furan ring, fused or not:
SMILES,S1P2 antag,PostGolgi yeast,PostGolgi ctrl,S1P2 ag,DAT uptake mod,H69AR inhibit,HUVEC prolif 384,Ecoli WT expand,Fibroblast inh
Cc1ccc(-c2nn(CC(=O)NCc3ccco3)c(=O)c3ccccc23)cc1,.,-5,-5,.,.,22*,81,-3,63
O=C1C=C(Nc2cccc(Cl)c2)CC(c2ccco2)C1 (configuration not stated),1,1,6,-4,0.49,78,91,0,94
S=c1[nH]nc(C2CC2)n1Cc1ccco1,-3,-3,9,-2,1.3,.,.,1,.
O=C(NCc1ccc2c(c1)OCO2)c1ccc(CS(=O)(=O)c2cccc(C(F)(F)F)c2)o1,-2,96*,27,-5,.,88,97,4,96
CCc1cccc(C)c1NC(=O)c1ccoc1C,8,-5,20,-4,-0.53,86,104,3,101
Cc1ccccc1NC(=O)/C(=C/c1ccco1)c1ccccc1,-17,-4,26,-2,-0.07,41,114,1,101
O=C(Nc1ccccc1)c1ccc(NCc2ccco2)c(S(=O)(=O)N2CCOCC2)c1,-4,-2,10,-4,-0.98,39*,86,-7,94

# Following part
SMILES,S1P2 antag,PostGolgi yeast,PostGolgi ctrl,S1P2 ag,DAT uptake mod,H69AR inhibit,HUVEC prolif 384,Ecoli WT expand,Fibroblast inh
N#Cc1cc(N)ccc1Sc1ccc(Cl)cc1,0,9,53*,-4,0.9,.,.,32,.
O=C(NCCCn1ccnc1)C(F)(F)C(F)(F)C(=O)NCCCn1ccnc1,-6,-1,11,-9,-0.19,88,111,-6,108
CCOC(=O)N1CCN(C(=O)c2ccc3nc(N4CCC(C)CC4)sc3c2)CC1,8,-8,4,-13,1.4,.,102,-5,102
COc1cc(S(=O)(=O)N2CCOCC2)c(OC)c(S(=O)(=O)N2CCOCC2)c1,0,.,.,-3,0.0055,.,90,.,97
COc1ccc(N2CCN(C3CC(=O)N(c4ccc5c(c4)OCCO5)C3=O)CC2)cc1 (configuration not stated),24,-6,5,-8,0.011,108,84,-8,99
COc1ccc(NC(=O)c2ccc(C(=O)c3cc(OC)ccc3OC)cc2)cc1,-10,0,2,1,-0.69,.,.,-15,.
CCCCCNC(=O)c1ccc2c(=O)n(CC3CCCO3)c(=O)[nH]c2c1 (configuration not stated),13,22,-3,-7,-0.44,87,94,6,.
Cc1cc(C)nc(SCNC(=O)c2ccc(Cl)cc2)n1,7,-8,13,-2,0.41,95,95,-1,99

# Screens as filed in PubChem BioAssay.
